# TexasRed fluor: Texas Red fluorescence interference in TRb-SRC2 counter-screen; 0.29% of 280,000 active; Potency, µM (titrated, usually from 106 µM), without a hit: at the top dose fluorescence change, negative = quenching; TRb/SRC2 Texas Red total fluorescence interference; active means well fitted curve in either direction with a large enough effect; inconclusive means small, poorly fitted or top-dose-only effect
#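 Human TRb ligand-binding domain at 0.6 uM with 20 nM Texas Red SRC2 peptide in Tris buffer containing 1 uM T3 and 5% DMSO, incubated with compound 5 h at ambient temperature. Total fluorescence (555/632 nm) calculated as parallel + 2 × perpendicular.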
# L3MBTL1 block: blocks human L3MBTL1; Q9Y468; AlphaScreen L3MBTL1–H3K9me1 peptide binding; Potency, µM (titrated, usually from 57.1 µM), for inactives: at the top dose activity, negative = inhibition, usual class: inhibitors; 0.66% of 230,000 active; AID 485360; further: nearly all actives have a fitted effect of over 60% in size
#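 AlphaScreen assay: L3MBTL1 (50 nM final) was preincubated 30 min at room temperature with biotinylated H3(1-15)K9me1 peptide (75 nM final), then 30 min with library compounds; streptavidin donor and nickel chelate acceptor beads (10 ug/mL final) added, 30 min dark.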
# Tau fibril FP: tau fibrillization inhibition (FP); P10636; AID 1468; K18 P301L tau heparin fibrillization, Alexa594 FP, 6 h; Potency, µM (highest dose often 57.7 µM), without a hit: at the top dose activity, negative = inhibition, usual class: inhibitors; 0.39% of 280,000 active; further: nearly all actives have a fitted effect of over 55% in size
# Target sequence (P10636 561-689 P618L limits assumed): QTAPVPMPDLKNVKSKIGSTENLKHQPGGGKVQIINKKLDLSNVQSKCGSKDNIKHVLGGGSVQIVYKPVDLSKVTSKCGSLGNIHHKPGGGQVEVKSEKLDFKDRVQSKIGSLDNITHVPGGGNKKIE
#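 Quantitative HTS format: compounds meet 15 uM recombinant K18 P301L tau and Alexa 594-tau tracer in 100 mM sodium acetate pH 7; 20 uM heparin triggers fibrillization at 37 C over 6 hr; FP gives the signal.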
# aGal spleen mod: inhibits or activates alpha-galactosidase in human spleen homogenate. P06280. human spleen homogenate, 4MU-alpha-Gal fluorescence, 40 min. Potency, µM (top dose mostly 80 µM), for the others: at the top dose activity change, negative = inhibition, actives largely listed as inhibitors. 0.008% of 240,000 active. AID 2107;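 further: 0% = enzyme with vehicle and -100% = no enzyme basal signal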
# Target sequence (P06280 32-429 limits assumed): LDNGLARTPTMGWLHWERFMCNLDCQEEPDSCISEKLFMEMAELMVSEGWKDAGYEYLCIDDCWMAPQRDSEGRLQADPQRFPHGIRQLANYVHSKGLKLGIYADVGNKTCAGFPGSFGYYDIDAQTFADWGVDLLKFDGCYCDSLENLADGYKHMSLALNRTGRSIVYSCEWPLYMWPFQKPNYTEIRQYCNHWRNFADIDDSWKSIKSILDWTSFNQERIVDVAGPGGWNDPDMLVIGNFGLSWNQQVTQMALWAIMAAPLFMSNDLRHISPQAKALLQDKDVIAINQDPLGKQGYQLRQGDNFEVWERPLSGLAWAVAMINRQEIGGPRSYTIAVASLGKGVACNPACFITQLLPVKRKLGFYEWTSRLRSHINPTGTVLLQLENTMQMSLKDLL
#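 Spleen homogenate 1 ug + cpd (titration) + 4-MU-alpha-D-galactopyranoside 1 mM; 37C 40 min; 50 mM citrate/phosphate pH 5.0, 0.01% Tween-20; stop pH 10; fluorescence 365/440; AC50 via Hill.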
# Tau ThT inhib: tau fibrillization inhibition (ThT binding). Potency, µM (highest dose often 57.4 µM), for inactives: at the top dose activity, negative = inhibition, actives largely listed as inhibitors. AID 1460. P10636. recombinant tau K18 P301L, heparin-induced fibrillization, ThT fluorescence. 2.1% of 270,000 active; further: nearly all actives have a fitted effect of over 55% in size
#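 Tau K18 P301L fragment (15 uM unlabeled plus 0.24 uM Alexa 594-labeled) in 100 mM sodium acetate pH 7 with compound, fibrillization induced by 20 uM heparin for 6 hr at 37 C. Thioflavin T (30 uM) added, fluorescence read after 1 hr (ex 450, em 510 nm).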
# Tau fluor cs: counter-screen for tau fibril formation inhibitors; tau K18 P301L (four-repeat tau fragment) Alexa594 fluorescence, heparin fibrillization; Potency, µM (series often up to 57.7 µM), for the others: at the top dose activity change, negative = decrease; 0.93% of 280,000 active; AID 1463; further: nearly all actives have a fitted effect of over 55% in size
#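 Human K18 P301L tau (15 uM unlabeled plus 0.24 uM Alexa 594-labeled, final) in 100 mM sodium acetate pH 7 was mixed with compound and 20 uM heparin and incubated 6 hr at 37 C.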
# TRb SRC2 PPI: inhibitors of human thyroid hormone receptor beta-SRC2 interaction | Potency, µM (highest dose often 106 µM), for inactives: at the highest dose activity change, negative = inhibition, most hits filed as inhibitors | P10828 | 0.065% of 280,000 active | TRbeta-SRC2 peptide binding, fluorescence polarization; receptor liganded with 1 µM T3;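 further: plate controls were bound peptide for no effect and peptide without receptor for full effect; nearly all actives have a fitted effect of over 50% in size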
#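 A fluorescence polarization screen tested compounds at multiple concentrations against complex formation between 0.6 uM TRb ligand-binding domain and 20 nM Texas Red SRC2 peptide, with 1 uM T3 present; readout after 5 hr.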
# ALDH1A1 block: inhibitors of human aldehyde dehydrogenase 1A1 | P00352 | Purified ALDH1A1, NADH fluorescence, propionaldehyde substrate | Potency, µM (doses to about 75.3 µM), inactives show at the top dose activity, negative = inhibition, hits mostly inhibitors | 7.3% of 220,000 active; active means well fitted inhibition curve with a large enough effect, not every such curve was filed as active; inconclusive means small, poorly fitted or top-dose-only effect, or another doubt; inactive means no such curve, though single readings can be large or run the other way;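 further: plate controls were no enzyme wells and a reference inhibitor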
# Target sequence (P00352 whole entry, looked up): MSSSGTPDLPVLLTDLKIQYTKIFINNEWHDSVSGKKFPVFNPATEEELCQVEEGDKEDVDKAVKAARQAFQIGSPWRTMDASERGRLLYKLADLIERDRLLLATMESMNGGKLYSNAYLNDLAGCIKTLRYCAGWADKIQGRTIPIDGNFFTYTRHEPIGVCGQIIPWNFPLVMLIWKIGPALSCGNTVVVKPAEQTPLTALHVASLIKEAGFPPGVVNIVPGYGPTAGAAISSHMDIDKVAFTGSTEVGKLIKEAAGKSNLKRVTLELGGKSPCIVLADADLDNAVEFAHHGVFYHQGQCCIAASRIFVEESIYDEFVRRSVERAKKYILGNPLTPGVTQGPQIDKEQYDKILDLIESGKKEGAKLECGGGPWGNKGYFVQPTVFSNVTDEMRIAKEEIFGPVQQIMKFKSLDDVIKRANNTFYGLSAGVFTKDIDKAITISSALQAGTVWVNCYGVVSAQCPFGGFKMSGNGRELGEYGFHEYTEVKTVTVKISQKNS
# Active calls of the source: *; ? = inconclusive; / = not tested or not shown; & = joins results of further samples; [ ] = another dose, or the depositor's remark. Unless noted, the call rests on the fitted dose curve; in most records, active means well fitted curve in the direction sought with a large enough effect; inconclusive means small, poorly fitted or top-dose-only effect, or another doubt; inactive means no such curve, though single readings can be large; an effect the other way counts as inactive or inconclusive. Unless noted, on the % scale 0 is the no-effect control and ±100 the full control effect; potency means the concentration at half of the fitted maximal effect.
structure,TexasRed fluor,L3MBTL1 block,Tau fibril FP,aGal spleen mod,Tau ThT inhib,Tau fluor cs,TRb SRC2 PPI,ALDH1A1 block
Cc1cc2oc(C(=O)Nc3ccc(S(N)(=O)=O)cc3)c(C)c2cc1Cl,-3%,14%,?,-22%,4%,-11%,0%,4%
COc1ccc(OC)c(C(=O)c2nc3c(n2O)CCCCC3)c1,0%,-9%,1%,2%,5%,1%,-4%,-12%
CC(=O)Nc1ccccc1OCCOc1ccc(Br)cc1,-1%,-6%,-3%,2%,-14%,-12%,-11%,-11%
Cc1ccc(-c2nnc(SCC(=O)Nc3ccc(S(=O)(=O)N4CCCCCC4)cc3)o2)cc1,-3%,39%[activator],-8%,?,16%,-9%,-4%,-3%
OC(COCc1ccccc1)Cn1cnc2ccccc21 (centres undefined),-2%,4%,-2%,8%,-3%,2%,-7%,-8%
Cc1c(NC(=O)C(C)(C)C)cccc1-c1nc2ccccc2s1,7%,/,-6%,/,?,-15%,9%,/
CCOC(=O)c1sc(=S)n(-c2ccc(F)c(F)c2)c1N,2%,-5%,-4%,-3%,0%,-1%,-13%,13µM*
O=C(O)c1cc(Cl)c(Cl)cc1C(=O)Nc1cccnc1,-1%,14%,1%,6%,6%,11%,-10%,-1%
C1CCN2C[C@H]3C[C@H](CN4CCCCC34)C2C1 (some centres undefined),-2%&0%,/,5%&-4%,-3%&1%,-1%&1%,-1%&-7%,-2%&0%,1%&5%
O=C(c1ccco1)N(Cc1cccc([N+](=O)[O-])c1)c1ccc(Br)cc1,3%,-17%,7%,9%,-14%,-10%,5%,22µM*
CCOC(=O)C1(Cc2ccccc2)NC(c2ccccc2F)C2C(=O)N(CC)C(=O)C21 (centres undefined),-2%,1%,1%,-6%,-5%,-10%,-12%,5%
CSc1ccc(NC(=O)N2CC=C(n3c(=O)[nH]c4ccccc43)CC2)cc1,0%,-13%,-5%,-1%,?,?,-3%,-20%
CCOc1ccc(N(CCCCO)C(=S)NC(=O)c2ccc(C)c(Br)c2)cc1,-1%,-7%,5%,5%,?,-20%,2%,22µM*
O=C(NCC1CCCO1)c1ccc(CSCc2cccc(F)c2)o1 (centres undefined),-3%,/,-6%,-1%,-4%,-5%,-1%,-10%
COc1cccc(-n2c(=S)sc3c(=O)n(-c4ccccc4OC)c(SCC4OCCO4)nc32)c1,-3%,/,-11%,0%,-11%,-24%,-2%,?
CCOC(=O)/C=C/CCC/C=C/C(=O)c1ccccc1,-1%,/,14%,-6%,?,9%,0%,-10%
O=C(Nc1nccs1)c1ccccc1N=Cc1ccccc1,-2%,21%,-4%,13%,2%,-24%,11%,?
COC(=O)c1ccc(-n2c(C)cc(C(=O)COC(=O)CNS(=O)(=O)c3ccc(C)cc3)c2C)cc1,0%,-3%,?,-3%,-20%,-12%,8%,?
C/C(=N\NC(=O)CSCc1ccccc1Cl)c1cccc(NC(=O)c2ccccc2)c1,-2%,-1%,?,-2%,-3%,?,-8%,?
CCN(Cc1ccccc1)C(=O)CCc1nc(-c2ccc(C)cc2)no1,2%,24%,5%,-9%,-8%,-1%,-6%,?
Cc1ccccc1C1C(C#N)=C2NC(=O)c3c(sc4c3CCCCC4)N2C2=C1C(=O)CC(C)(C)C2 (centres undefined),1%,0%,12%,2%,-6%,2%,3%,4%
COc1cccc(NC(=O)c2c(C)oc3nc(C)nc(N4CCCC4)c23)c1,-3%,/,3%,/,-10%,-15%,0%,/
COc1ccc(/C=C/C(=O)C2C(=O)C=C(C)OC2=O)cc1O (centres undefined),-3%,2%,-2%,2%,25µM*,?,10%,?
COc1ccc(C(=O)Nc2nncs2)c(OC)c1,-3%,23%,-2%,3%,-7%,-5%,-7%,-10%

# The list continues.
# Abbreviations: A = TexasRed fluor; B = L3MBTL1 block; C = Tau fibril FP; D = aGal spleen mod; E = Tau ThT inhib; F = Tau fluor cs; G = TRb SRC2 PPI; H = ALDH1A1 block
> COCCn1c(SCC(=O)Nc2cccc(OC)c2)nc2c(oc3ccccc32)c1=O
  A: 0%; B: 2%; C: -13%; D: -7%; E: -16%; F: -21%; G: -3%; H: ?

> COc1ccccc1CNC(=O)CCc1c(C)c2cc3c(C)coc3cc2oc1=O
  A: -15%; B: /; C: 2%; D: /; E: -4%; F: -5%; G: 1%; H: /

> CCc1ccc(CNCc2c(C(=O)O)n(Cc3ccc(C)cc3)c3cc(C)ccc23)cc1
  A: -4%; B: /; C: 6%; D: /; E: -2%; F: 1%; G: 10%; H: /

> O=C(Nn1cnnc1)c1ccc(Cl)c([N+](=O)[O-])c1
  A: -2%; B: 16%; C: 2%; D: 2%; E: -11%; F: -9%; G: -6%; H: 10%

> CCCCCCCCC(=O)NCc1cc(OC)c(O)cc1I
  A: 1%; B: /; C: 6%; D: 12%; E: -17%; F: -18%; G: -8%; H: ?

> COc1cccc(/C=N/NC(=O)C(C)Cn2cnc3ccccc32)c1 (centres undefined)
  A: -2%; B: 0%; C: 6%; D: 11%; E: -5%; F: 0%; G: 1%; H: /

> O=[N+]([O-])c1cc(S(=O)(=O)N2CCCCC2)ccc1NCCCN1CCOCC1
  A: -1%; B: 19%; C: 4%; D: 3%; E: -6%; F: -3%; G: -2%; H: 4%

> CCOC(=O)NC(=O)/C(C#N)=N\Nc1ccc(Cl)cc1
  A: -1%; B: /; C: 11%; D: 5%; E: -8%; F: -8%; G: -14%; H: 3%

> CCOc1cccc(OCCOCCOc2ccccc2C(C)=O)c1
  A: -1%; B: 26%; C: -2%; D: 3%; E: ?; F: -23%; G: 0%; H: 1%

> CCOC(=O)COc1nc(C)cc(C(F)(F)F)c1C#N
  A: 2%; B: 7%; C: 1%; D: ?; E: -6%; F: -7%; G: -3%; H: /

> CCCCCCC(=O)Cc1cc(OC)c(OC)cc1/C=C(/C(C)=O)C(=O)OC
  A: 0%[11.2 µM]; B: /; C: 6%[11.6 µM]; D: -2%[17.5 µM]; E: -7%[11.5 µM]; F: 0%[11.6 µM]; G: 7%[11.2 µM]; H: -2%[13.5 µM]

> CC(C)(C)c1ccc(C(=O)NCc2ccccc2)cc1
  A: 0%; B: 7%; C: -9%; D: 3%; E: -14%; F: -14%; G: 9%; H: 1%

> Cc1cccc(C)c1NC(=O)Cn1c(=O)cc(C)c2c(C)nn(-c3cccc(Cl)c3C)c21
  A: -3%; B: /; C: -1%; D: /; E: 1%; F: 1%; G: -7%; H: /

> Cc1cccc(OCC(=O)NC(=S)Nc2ccc(S(=O)(=O)NC3CCCCC3)cc2)c1
  A: 1%; B: /; C: -5%; D: -15%; E: -3%; F: -25%; G: 4%; H: 16µM*

> COCCNC(=O)/C(C#N)=C/c1cc(C(C)C)c(OC)cc1C
  A: -2%; B: -4%; C: 7%; D: 3%; E: -9%; F: -4%; G: 2%; H: -12%

> COc1ccccc1NC(=O)CN1C(=O)CCSc2ccccc21
  A: 9%; B: /; C: 0%; D: /; E: -5%; F: -13%; G: 1%; H: /

> COC(=O)C1(O)CC(CC(C)C)=NN1C(=O)c1ccccc1 (centres undefined)
  A: 1%; B: 4%; C: 4%; D: -4%; E: -19%; F: -9%; G: 3%; H: -3%

> N/C(=N\OC(=O)COc1ccccc1Cl)c1ccccn1
  A: -1%; B: 3%; C: 7%; D: 5%; E: -3%; F: -8%; G: -12%; H: 1%

> Cc1cc(Nc2ccc3c(c2)OCCO3)c2cccc(C)c2n1
  A: -1%; B: 4%; C: -1%; D: -3%; E: -5%; F: 4%; G: 5%; H: 6%

> O=C(Cn1cc(S(=O)(=O)Cc2ccc(F)cc2)c2ccccc21)NCCc1ccccc1
  A: -13%; B: /; C: -6%; D: /; E: -8%; F: ?; G: 6%; H: /

> C=CCc1ccccc1OCC(=O)N/N=C/c1ccc(OC(C)=O)cc1OC(C)=O
  A: 0%; B: -1%; C: 0%; D: -4%; E: ?; F: -23%; G: 5%; H: -3%

# Reformatted with two lines to a compound: six of the compounds above.
# The line under a structure holds: TexasRed fluor	L3MBTL1 block	Tau fibril FP	aGal spleen mod	Tau ThT inhib	Tau fluor cs	TRb SRC2 PPI	ALDH1A1 block
- CCCCCCC(=O)Cc1cc(OC)c(OC)cc1/C=C(/C(C)=O)C(=O)OC
 : 0%[11.2 µM]	/	6%[11.6 µM]	-2%[17.5 µM]	-7%[11.5 µM]	0%[11.6 µM]	7%[11.2 µM]	-2%[13.5 µM]
- COc1ccccc1NC(=O)CN1C(=O)CCSc2ccccc21
 : 9%	/	0%	/	-5%	-13%	1%	/
- COCCNC(=O)/C(C#N)=C/c1cc(C(C)C)c(OC)cc1C
 : -2%	-4%	7%	3%	-9%	-4%	2%	-12%
- Cc1cccc(C)c1NC(=O)Cn1c(=O)cc(C)c2c(C)nn(-c3cccc(Cl)c3C)c21
 : -3%	/	-1%	/	1%	1%	-7%	/
- COC(=O)C1(O)CC(CC(C)C)=NN1C(=O)c1ccccc1 (centres undefined)
 : 1%	4%	4%	-4%	-19%	-9%	3%	-3%
- CC(C)(C)c1ccc(C(=O)NCc2ccccc2)cc1
 : 0%	7%	-9%	3%	-14%	-14%	9%	1%

# Complete entries, looked up by structure. Order of values: TexasRed fluor, L3MBTL1 block, Tau fibril FP, aGal spleen mod, Tau ThT inhib, Tau fluor cs, TRb SRC2 PPI, ALDH1A1 block
# CCCCCCC(=O)Cc1cc(OC)c(OC)cc1/C=C(/C(C)=O)C(=O)OC reads 0%[11.2 µM], /, 6%[11.6 µM], -2%[17.5 µM], -7%[11.5 µM], 0%[11.6 µM], 7%[11.2 µM], -2%[13.5 µM]
# CC(C)(C)c1ccc(C(=O)NCc2ccccc2)cc1 reads 0%, 7%, -9%, 3%, -14%, -14%, 9%, 1%
# O=C(Cn1cc(S(=O)(=O)Cc2ccc(F)cc2)c2ccccc21)NCCc1ccccc1 reads -13%, /, -6%, /, -8%, ?, 6%, /
# COCCNC(=O)/C(C#N)=C/c1cc(C(C)C)c(OC)cc1C reads -2%, -4%, 7%, 3%, -9%, -4%, 2%, -12%
# COC(=O)C1(O)CC(CC(C)C)=NN1C(=O)c1ccccc1 (centres undefined) reads 1%, 4%, 4%, -4%, -19%, -9%, 3%, -3%

# From PubChem

# This is a random part of the collection; any-hit rate near 8.5%.
